Source: PubChem BioAssay
TRHR PAM: qHTS for Small Molecule Agonists and Allosteric Enhancers of Human TRH Receptor: Primary Screen for Enhancers; Thyrotropin-releasing hormone receptor (Homo sapiens), P34981; TRHR cells, fluo-8 calcium fluorescence, EC20 TRH enhancement; 360,000 compounds, 0.66% hits; enhancement, % at 2 µM; in the data active means enhancement above about 30%; further: 0% is about no effect
Target sequence (P34981 whole entry, looked up): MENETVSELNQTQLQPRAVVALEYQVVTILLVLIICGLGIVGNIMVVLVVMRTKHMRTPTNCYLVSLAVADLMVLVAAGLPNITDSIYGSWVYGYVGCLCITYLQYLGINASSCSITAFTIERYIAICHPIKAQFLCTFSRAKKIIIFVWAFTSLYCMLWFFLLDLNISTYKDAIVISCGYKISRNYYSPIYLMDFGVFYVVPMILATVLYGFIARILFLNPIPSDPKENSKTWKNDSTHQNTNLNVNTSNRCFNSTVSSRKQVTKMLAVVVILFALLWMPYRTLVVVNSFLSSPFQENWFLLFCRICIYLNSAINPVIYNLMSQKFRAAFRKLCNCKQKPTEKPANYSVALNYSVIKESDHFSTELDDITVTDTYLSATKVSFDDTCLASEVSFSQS
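TRHR-expressing cells loaded with fluo-8 calcium dye were read kinetically (ex 480/em 530) during compound addition, then stimulated with an EC20 of TRH (10 nM final). Enhancement of the Gq-mediated intracellular calcium response was scored.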
D2 potentiator: HTS Assay for Positive Allosteric Modulators of the Human D2 Dopamine Receptor: Primary Screen for Potentiators; D(2) dopamine receptor (Homo sapiens), P14416; potentiation, % at 10 µM; HEK293 T-REx D2, calcium flux, EC20 dopamine potentiation; 340,000 compounds, 0.34% hits;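 active means potentiation over 3 SD above the plate norm, cut at about 30% in these data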; further: 0% is about no effect
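Calcium flux readout, no-wash dye, 1 read/s. Inducible HEK293 Trex D2 line, overnight 30 C. Compound alone 180 s (agonist flags), then EC20 dopamine, another 180 s to score potentiation.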
D2 agonist: HTS Assay for Allosteric Agonists of the Human D2 Dopamine Receptor: Primary Screen for Agonists; D(2) dopamine receptor (Homo sapiens), P14416; HEK293 T-REx D2 cells, calcium flux agonist mode; activation, % at 2 µM; 340,000 compounds, 0.53% hits;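 active means activation over 3 SD above normal in the single-dose calcium agonist read, cut at about 30% in these data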; further: 0% is about no effect
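Calcium-flux readout, 1 cycle/sec over 180 s following compound pin transfer, in inducible HEK293 Trex D2 cells (force-coupled); dopamine controls included. Positive calcium responses during this window marked compounds as potential agonists.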
RXFP1 antag: qHTS Assay for Antagonists of the Relaxin Receptor RXFP1; HEK293-RXFP1, relaxin-stimulated cAMP HTRF, 30 min; active compounds read low; AID 1259400, 2018; activity change, negative = inhibition, % at 57.5 µM; 350,000 compounds, 0.59% hits;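 active means activity change of -60% or lower, but not beyond a set lower limit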; further: on the % scale 0 is the no-effect control and ±100 the full control effect
D1 ag: Allosteric Agonists of the Human D1 Dopamine Receptor: qHTS. HEK293 T-REx D1 cells, calcium flux, agonist mode. D(1A) dopamine receptor (Homo sapiens), P21728. activation, % at 2 µM. 360,000 compounds, 1% hits. AID 504660, 2011; further: 0% is about no effect
Target sequence (P21728 whole entry, looked up): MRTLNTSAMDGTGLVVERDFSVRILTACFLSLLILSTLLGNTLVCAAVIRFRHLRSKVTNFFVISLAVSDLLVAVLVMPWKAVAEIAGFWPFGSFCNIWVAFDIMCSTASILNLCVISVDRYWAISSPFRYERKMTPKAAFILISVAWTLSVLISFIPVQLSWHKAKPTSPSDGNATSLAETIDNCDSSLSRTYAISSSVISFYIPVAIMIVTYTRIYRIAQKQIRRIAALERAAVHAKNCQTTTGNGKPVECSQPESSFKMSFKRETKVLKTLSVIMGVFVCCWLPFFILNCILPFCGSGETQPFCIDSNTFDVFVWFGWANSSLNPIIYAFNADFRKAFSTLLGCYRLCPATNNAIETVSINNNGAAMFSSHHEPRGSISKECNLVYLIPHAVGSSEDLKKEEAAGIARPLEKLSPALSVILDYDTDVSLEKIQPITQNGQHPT
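Agonism was scored from calcium flux recorded over 180 s (1 read/s) after pintool compound addition, following a 10-cycle baseline. Cells were inducible force-coupled HEK293 TREx D1, plated overnight at 30 C and loaded with no-wash calcium dye.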
D1 potentiator: Potentiators of Human D1 Dopamine Receptor: qHTS; D(1A) dopamine receptor (Homo sapiens), P21728; 360,000 compounds, 0.036% hits; HEK293 TREx D1 cells, calcium flux, dopamine EC20 potentiation; potentiation, % at 10 µM; AID 504651, 2011; in the data active means potentiation above about 30%; further: 0% is about no effect
D1 antagonist: Antagonist of Human D 1 Dopamine Receptor: qHTS. D(1A) dopamine receptor (Homo sapiens), P21728. HEK293 TREx D1 cells, calcium flux, dopamine EC80; active compounds read low. activity change, negative = inhibition, % at 10 µM. 360,000 compounds, 3.2% hits; in the data active means activity change below about -30%; further: on the % scale 0 is the no-effect control and ±100 the full control effect
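After overnight tetracycline induction at 30 C, force-coupled D1 HEK293 cells took up a no-wash calcium dye at room temperature. Compounds were added and monitored 180 s, and the response to EC80 dopamine was then recorded.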
TRHR ag: qHTS for Small Molecule Agonists and Allosteric Enhancers of Human TRH Receptor: Primary Screen for Agonists; TRHR cells, calcium flux fluo-8, FDSS agonist mode; activation, % at 2 µM; Thyrotropin-releasing hormone receptor (Homo sapiens), P34981; 360,000 compounds, 0.18% hits; further: 0% is about no effect
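Steps: seed TRHR cells overnight; add fluo-8 no-wash Ca dye, RT 30 min–1.5 h; record 10 s baseline; pin-transfer compounds; monitor fluorescence 1 cycle/s for the agonist window. Calcium increases flag candidate agonists.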
D2 antagonist: HTS Assay for Allosteric Antagonists of the Human D2 Dopamine Receptor: Primary Screen for Antagonists. AID 485344, 2010. 340,000 compounds, 2% hits. HEK293 TREx D2 cells, calcium flux, dopamine EC80. D(2) dopamine receptor (Homo sapiens), P14416. inhibition, % at 10 µM; in the data active means inhibition above about 30%; further: 0% is about no effect
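Overnight-induced (tetracycline, 30 C) HEK293 T-REx cells carrying force-coupled D2 receive a no-wash calcium dye, then compound, then EC80 dopamine at 180 s; signals are read kinetically throughout.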
Numbers without * were called inactive; nt = no result given; & = joins results of further samples. Unless noted, no stated cut-off is given here; in the data, active means activation above about 30%; inactive means the rest. Random draw from the library; about 7.3% have a hit in one of these screens.

cpd	canonical_smiles	D2 agonist	D1 ag	TRHR ag	D2 antagonist	D1 antagonist	RXFP1 antag	D1 potentiator	D2 potentiator	TRHR PAM
1	Cn1cccc1C(=O)C(=O)Nc1cc(Cl)cc(Cl)c1	-1.9	11	-1.2	-3	-4	-15	5	17	-5
2	Cc1cccc(C)c1N(CC(=O)Nc1cccc(N(C)S(C)(=O)=O)c1)S(C)(=O)=O	0.7	10	-0.3	6	-2	-3	-4	6	4
3	O=C(NCc1cccs1)c1ccc2c(c1)N(Cc1ccccc1Cl)C(=O)c1ccccc1S2	0.0	3	0.6	nt	7	-26	6	-8	-12
4	Cc1ccc(NC(=O)COc2cccc3c2OC(C)(C)C3)c(O)c1	-0.8	16	-0.1	30*	-20	-4	nt	-3	2
5	O=C(Cc1ccccc1)Nc1ccc(NC(=O)c2ccccc2)c(Cl)c1	0.3	4	-0.5	5	7	0	-5	9	-3
6	O=c1cc(-c2ccccc2)[nH]n1-c1ccc([N+](=O)[O-])cc1	-0.3	10	-0.7	-1	-7	-14	3	0	-8
7	O=C(NCc1ccc(Cl)cc1)N1CCOCC1	0.0	-1	-0.2	4	4	1	-2	-3	0
8	CC(C(=O)Nc1ccc(C#N)cc1)N1CCN(C(=O)C2CC2)CC1 (stereo not drawn)	0.1	2	0.5	0	15	-4	2	5	-4
9	COc1ccccc1C1(O)CCN(C(=O)c2cccs2)CC1	-1.0	0	0.0	-4	-3	nt	-5	-11	46*
10	COc1ccccc1CNC(=O)CCc1c(C)c2cc3c(C)c(C)oc3cc2oc1=O	-1.5	7	-2.5	nt	-23	-1	-1	17	17
11	C#Cc1ccc([C@H]2C=C(C(=O)N3CCN(Cc4ccc5c(c4)OCO5)CC3)O[C@@H](OCc3ccc(CO)cc3)C2)cc1	0.2	4	0.3	9	8	nt	-2	-1	2
12	COc1ccc(CCC(=O)OCC(=O)c2c(N)n(CC(C)C)c(=O)n(C)c2=O)cc1	0.4	15	-0.1	-9	-22	-23	-8	10	-5
13	O=C(CSc1nnnn1-c1cccc(Cl)c1)Nc1ccc2c(c1)CCC2	0.9	5	0.3	14	17	nt	8	-5	12
14	Cc1c(CNC(=O)c2nn3c(c2Cl)NC(c2ccccc2)CC3C(F)(F)F)cnn1C (stereo not drawn)	-0.6	0	-0.9	5	-2	8	0	-1	-5
15	O=C(O)CCC(=O)NNC(=O)CCC(=O)NCc1ccccc1	0.8	4	1.2	-10	-6	-2	-5	-7	-3
16	CC1(NC(=O)C2CCCCC2)CCS(=O)(=O)C1 (stereo not drawn)	1.8	3	0.1	42*	-9	-15	1	-3	1
17	CCCS(=O)(=O)N1CCC(C(=O)N2CCCC2)CC1	1.0	-2	0.1	-15	-5	-3	-3	-9	1
18	CC(C)(C)CN1CCN(CCCc2ccccc2)C(CCO)C1 (stereo not drawn)	1.7	4	0.7	-16	9	-1	-4	-4	-1
19	O=C(NC1CC1)C1=C[C@@H](c2ccc(Br)cc2)C[C@@H](OCc2ccc(CO)cc2)O1	0.0	0	-0.2	-16	-4	nt	-4	15	-2
20	CC(OC(=O)c1ccccc1O)C(=O)Nc1ccc(Cl)cn1 (stereo not drawn)	-0.9	1	0.0	4	-11	-24	0	-7	-4
21	COc1ccc(NC(=O)C(c2ccc(C)cc2)N(C)C(=O)c2cnccn2)cc1 (stereo not drawn)	0.3	2	0.1	14	3	-13	-1	2	11
22	O=S1(=O)N=C(N(CCO)/N=C/c2ccccc2F)c2ccccc21	0.4	0	-0.2	-1	3	-9	-4	8	-6
23	COc1cc(-c2noc(-c3ccc(N4CCCCC4)c([N+](=O)[O-])c3)n2)cc(OC)c1OC	2.9	12	1.1	nt	-10	nt	-1	-10	-7
24	CCC(C)(C)NC(=O)CN(Cc1cccs1)C(=O)CNS(=O)(=O)c1ccc(C)cc1	-1.0	3	-0.5	-4	-6	0	-1	-2	-3
25	COc1cc(OC)nc(Oc2ccccc2C(=O)Oc2ccc(F)cc2Cl)n1	-0.2	10	0.4	2	13	1	3	27	-11
26	Cc1oc(-c2ccc(-c3ccccc3)cc2)nc1CN(CCO)C(C)C	1.2	3	1.0	-12	-2	-28	-9	2	2
27	O=S(=O)(NC12CC3CC(CC(C3)C1)C2)c1ccc(F)cc1	-0.1	1	-0.1	1	-7	12	1	-3	0
28	C[C@H](NC(=O)c1nc[nH]c1C(=O)NCC(=O)OC(C)(C)C)C(=O)OCc1ccccc1	nt	1	-1.8	nt	-24	nt	-8	nt	-9
29	Cc1sc(-c2ccccn2)nc1OC(=O)c1cccc(Cl)c1Cl	0.4	3	0.3	24	10	-12	3	-3	0
30	Cc1cc(C#Cc2c(-c3ccccc3)n(C)c3ccccc23)ccc1F	1.4	10	2.0	4	8	nt	6	8	3
31	CCOc1ccc(CCNC(=O)CCCc2nnc3n(CCCOC)c(=O)c4sccc4n23)cc1	-0.3	2	-0.2	nt	4	-5	-3	2	-3
32	O=C(NNC(=S)Nc1cccc(C(F)(F)F)c1)c1cccc(Cl)c1	1.7	9	0.5	-13	6	-18	-4	-4	-10
33	CN(Cc1nccs1)C(=O)c1ccc2nc(Cc3ccccc3F)oc2c1	-0.2	6	0.5	-5	-2	12	2	0	3
34	OC(COc1ccc(CNCCc2ccc(C(F)(F)F)cc2)cc1)CN1CCCCC1 (stereo not drawn)	1.5	35*	5.4	-27	-38*	-12	-3	-15	5
35	CCCC(c1nnnn1Cc1ccc(OC)cc1)N1CCN(c2ccccc2OC)CC1 (stereo not drawn)	0.1	0	-1.4	7	-1	-4	-3	-8	-5
36	Cc1ccc(OC(C)C(=O)Nc2ccccc2C(=O)NCc2cccnc2)cc1C (stereo not drawn)	-0.3	0	-0.7	16	-6	2	17	-6	2
37	COC(=O)c1c(-c2ccco2)csc1NC(=O)C1CC=CCC1C(=O)O (stereo not drawn)	0.3	4	-0.7	-20	-24	24	2	1	9
38	CC(C)CC(COCc1cccc(Cl)c1)N1CCN(C(=O)c2ccc(C(F)(F)F)cc2)CCC1=O (stereo not drawn)	-2.2	8	-0.2	11	11	nt	1	-9	-2
39	O=C1Nc2ccc([N+](=O)[O-])cc2C1=Nc1cccc(CO)c1	2.6	1	0.1	3	-16	3	-7	4	7
40	O=[N+]([O-])C(/C=C(/Cl)[N+](=O)[O-])=C(N1CCCCC1)N1CCCCC1	0.7	0	0.4	-4	2	1	-2	3	6
41	CC(CCc1ccccc1)NC(=O)C(C)OC(=O)c1ccco1 (stereo not drawn)	-1.4	1	0.0	-6	-5	-7	-5	8	0
42	CCc1cc(-c2n[nH]c(=S)n2CC)cs1	-1.7	3	-2.5	-10	7	-21	-1	3	10
43	CCOc1ccc(S(=O)(=O)N(C)c2ccc(OCC(=O)N3c4ccc(C)cc4C4CN(C)CCC43)cc2)cc1 (stereo not drawn)	0.7	1	0.1	-30	-40*	-27	-6	-20	5
44	O=C(CCN1C(=O)c2ccccc2C1=O)OCn1nnc2ccccc2c1=O	-0.6	2	0.4	-8	13	-2	1	12	-4
45	COCCn1c(SCC(=O)c2c(C)[nH]c3ccccc23)nc2cc(C(=O)NC(C)C)ccc2c1=O	0.4	1	0.3	nt	11	nt	-4	10	4
46	O=C(Nc1ccccc1C(=O)NCCc1ccccc1)c1ccco1	0.3	3	0.8	-18	-3	-3	-4	14	-8
47	CSc1ccc(-c2sc(Nc3ccccc3)n[n+]2-c2ccccc2)cc1	0.1	0	-0.6	-3	-1	nt	-6	6	-3
48	CSc1ncc(Cl)c(C(=O)Nc2ccc(NC(C)=O)cc2)n1	0.5	1&0	0.1&-0.2	11	8&-25	-4	-3&-1	-3	-5&8

Ordered by SMILES length (smallest number first): part of the list above.
cpd	canonical_smiles	D2 agonist	D1 ag	TRHR ag	D2 antagonist	D1 antagonist	RXFP1 antag	D1 potentiator	D2 potentiator	TRHR PAM
9	COc1ccccc1C1(O)CCN(C(=O)c2cccs2)CC1	-1.0	0	0.0	-4	-3	nt	-5	-11	46*
46	O=C(Nc1ccccc1C(=O)NCCc1ccccc1)c1ccco1	0.3	3	0.8	-18	-3	-3	-4	14	-8
4	Cc1ccc(NC(=O)COc2cccc3c2OC(C)(C)C3)c(O)c1	-0.8	16	-0.1	30*	-20	-4	nt	-3	2
30	Cc1cc(C#Cc2c(-c3ccccc3)n(C)c3ccccc23)ccc1F	1.4	10	2.0	4	8	nt	6	8	3
8	CC(C(=O)Nc1ccc(C#N)cc1)N1CCN(C(=O)C2CC2)CC1 (stereo not drawn)	0.1	2	0.5	0	15	-4	2	5	-4
25	COc1cc(OC)nc(Oc2ccccc2C(=O)Oc2ccc(F)cc2Cl)n1	-0.2	10	0.4	2	13	1	3	27	-11
36	Cc1ccc(OC(C)C(=O)Nc2ccccc2C(=O)NCc2cccnc2)cc1C (stereo not drawn)	-0.3	0	-0.7	16	-6	2	17	-6	2
34	OC(COc1ccc(CNCCc2ccc(C(F)(F)F)cc2)cc1)CN1CCCCC1 (stereo not drawn)	1.5	35*	5.4	-27	-38*	-12	-3	-15	5
10	COc1ccccc1CNC(=O)CCc1c(C)c2cc3c(C)c(C)oc3cc2oc1=O	-1.5	7	-2.5	nt	-23	-1	-1	17	17
31	CCOc1ccc(CCNC(=O)CCCc2nnc3n(CCCOC)c(=O)c4sccc4n23)cc1	-0.3	2	-0.2	nt	4	-5	-3	2	-3
24	CCC(C)(C)NC(=O)CN(Cc1cccs1)C(=O)CNS(=O)(=O)c1ccc(C)cc1	-1.0	3	-0.5	-4	-6	0	-1	-2	-3
40	O=[N+]([O-])C(/C=C(/Cl)[N+](=O)[O-])=C(N1CCCCC1)N1CCCCC1	0.7	0	0.4	-4	2	1	-2	3	6
38	CC(C)CC(COCc1cccc(Cl)c1)N1CCN(C(=O)c2ccc(C(F)(F)F)cc2)CCC1=O (stereo not drawn)	-2.2	8	-0.2	11	11	nt	1	-9	-2
